GalR3 antagonist – GalR3 antagonists in HEK293 cells, primary screen, cell-based, fluorescence readout; actives 0.44% (n = 360,000); HEK293 GalR3-CNG cAMP membrane potential fluorescence; galR3 body fused to GalR1 C-terminus; inhibition, % at 3 µM;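 active means inhibition above the screen-wide average plus 3 SD, cut at about 13% in these data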;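 further: forskolin and galanin both at EC90 stimulate the cells; cAMP rise reported by CNG channel membrane potential dye signal; 0% = forskolin plus galanin with DMSO and 100% = forskolin alone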
Target sequence (O60755 1-299 limits assumed): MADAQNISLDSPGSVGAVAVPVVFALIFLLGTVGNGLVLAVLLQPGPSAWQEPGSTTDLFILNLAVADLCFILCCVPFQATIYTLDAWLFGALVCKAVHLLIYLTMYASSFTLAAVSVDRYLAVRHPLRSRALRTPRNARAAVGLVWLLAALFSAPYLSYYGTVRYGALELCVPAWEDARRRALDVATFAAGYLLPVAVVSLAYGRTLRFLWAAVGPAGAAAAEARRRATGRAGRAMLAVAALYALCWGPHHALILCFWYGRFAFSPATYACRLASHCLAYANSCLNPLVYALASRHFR
CRFR2-BP ag – agonists of CRF-BP/CRF-R2 complex, primary screen, cell-based, HEK293, calcium dye fluorescence, uHTS; CRF-binding protein / CRF receptor 2 complex (human); calcium dye fluorescence (FLIPR); percent of saturating CRF peptide response; activation, % at 13.2 µM; actives 0.46% (n = 350,000);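 active means activation of at least 50%, plus an integration ratio under a set limit after plate pattern correction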;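 further: plate controls were neutral control wells without compound for no effect and CRF at EC100 for full effect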
CRFBP-R2 block – antagonists of CRF-BP/CRF-R2 complex, primary screen, cell-based, HEK293, calcium dye fluorescence, uHTS. CRF-induced calcium fluorescence. inhibition, % at 11.8 µM. actives 0.59% (n = 350,000);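 active means inhibition of the ligand-induced calcium signal above about 50% at the single tested concentration, limit read from the data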
The depositor's hits bear a star. The list is partial (hit frequency here may not be typical).

`COc1cc(OC)cc(-c2c(-c3cccs3)c3cc(-c4ccc(OC)cc4F)ccc3n2C)c1` gave GalR3 antagonist -6, CRFR2-BP ag -1.7 and CRFBP-R2 block 3.
`O=C(COC(=O)c1ccc(S(=O)(=O)N2CCCC2)cc1)Nc1cccc(F)c1` gave GalR3 antagonist -4, CRFR2-BP ag 0.9 and CRFBP-R2 block -18.
Screening COC(=O)c1ccc(/C=C/C(=O)OCC(=O)c2ccc[nH]2)cc1 returned GalR3 antagonist 0, CRFR2-BP ag -0.6 and CRFBP-R2 block 5.
Screening C[C@@H]1CN([C@@H](C)CO)S(=O)(=O)c2ccc(C#CC3CCCCC3)cc2O[C@@H]1CN(C)Cc1cccnc1 returned GalR3 antagonist -4, CRFR2-BP ag 6.1 and CRFBP-R2 block -16.
`COc1ccc(Cc2nnc(SCC(=O)N(c3ccccc3)C(C)C)n(N)c2=O)cc1` gave GalR3 antagonist -4, CRFR2-BP ag -0.8 and CRFBP-R2 block -8.
`O=C(Nc1ccn(CCCN2CCN(c3ccccn3)CC2)c(=O)n1)OCc1ccccc1` gave GalR3 antagonist 2, CRFR2-BP ag -1.9 and CRFBP-R2 block -8.
Screening CC[C@]1(C(=O)OC)[C@H]2C(=O)N(C)C(=O)[C@H]2[C@H]2CN=C(SCc3ccc(C#N)cc3)N21 returned GalR3 antagonist -2, CRFR2-BP ag -2.1 and CRFBP-R2 block 2.
Cn1c2cc(C#N)sc2c2cnn(Cc3ccc(F)cc3)c(=O)c21 was read as GalR3 antagonist -7, CRFR2-BP ag -1.7 and CRFBP-R2 block 16.
`Cc1ccc(S(=O)(=O)N2CCOCC2)cc1NC(=O)COC(=O)CCOc1ccc(C(C)(C)C)cc1` gave GalR3 antagonist 0, CRFR2-BP ag 2.0 and CRFBP-R2 block 5.
CCCCN(C(=O)C1CC(=O)N(Cc2ccc(C)cc2)C1)c1c(N)n(CCCC)c(=O)[nH]c1=O (centres undefined) was read as GalR3 antagonist -1, CRFR2-BP ag 1.7 and CRFBP-R2 block 17.
Screening Cn1cnc(C(=O)NCc2ccccc2)c1C(=O)NCc1ccccc1 returned GalR3 antagonist -7, CRFR2-BP ag -0.6 and CRFBP-R2 block -6.
`CC(=O)Nc1ccc(SCC(=O)NC(=O)c2ccc(S(=O)(=O)N(C)C)cc2)cc1` gave GalR3 antagonist -6, CRFR2-BP ag -0.7 and CRFBP-R2 block -6.
COc1ccc(CC(=O)OC(C)C(=O)NC2CCCCC2C)cc1 (centres undefined) was read as GalR3 antagonist -5, CRFR2-BP ag -0.9 and CRFBP-R2 block 5.
CC1(c2nnc(Cc3ccccc3)o2)CC(c2ccc(OC(F)(F)F)cc2)=NO1 (centres undefined) was read as GalR3 antagonist 0, CRFR2-BP ag -1.4 and CRFBP-R2 block 7.
For CCOC(=O)C1CCCN(C(=O)COc2ccc(C(=O)c3ccccc3)cc2)C1 (centres undefined) the results were GalR3 antagonist -3, CRFR2-BP ag -0.1 and CRFBP-R2 block 8.
Cc1ccc(Nc2ccc([N+](=O)[O-])ccc2=O)cc1 was read as GalR3 antagonist -5, CRFR2-BP ag -1.1 and CRFBP-R2 block -2.
Screening O=S(=O)(c1ccc(Cl)cc1)N1CCC2(CC1)OCCN2S(=O)(=O)c1cccs1 returned GalR3 antagonist -6, CRFR2-BP ag 0.3 and CRFBP-R2 block 1.
For COC(=O)[C@@]1(Cc2ccccc2)[C@H]2C(=O)N(Cc3ccccc3)C(=O)[C@H]2[C@H]2CN=C(SCc3ccc(C#N)cc3)N21 the results were GalR3 antagonist -8, CRFR2-BP ag 8.0 and CRFBP-R2 block -13.
`Cc1ccc(C2(C)NC(=O)N(CC(=O)Nc3cc(S(=O)(=O)N4CCOCC4)ccc3OC(C)C)C2=O)cc1` (centres undefined) gave GalR3 antagonist -3, CRFR2-BP ag -0.4 and CRFBP-R2 block 6.
`CN(C(=O)c1cccc(NC(=O)Cc2cccc(NC(=O)C3CCN(C(=O)C4CC4)CC3)c2)c1)C1CC1` gave GalR3 antagonist 4, CRFR2-BP ag -0.1 and CRFBP-R2 block 1.
Screening Cc1nc(Cc2ccccc2)sc1CC#N returned GalR3 antagonist -6, CRFR2-BP ag -0.3 and CRFBP-R2 block 2.
COc1ccc2c(c1)C(=O)CC(c1ccccc1)O2 (centres undefined) was read as GalR3 antagonist -8, CRFR2-BP ag -2.5 and CRFBP-R2 block 18.
Screening CC1=C(C(=O)O)N2C(=O)C(NC(=O)c3ccc(F)cc3)C2SC1 (centres undefined) returned GalR3 antagonist -7, CRFR2-BP ag -4.4 and CRFBP-R2 block 10.
Cc1ccc(CNC(=O)CN(C(=O)N2CCN(C)CC2)S(=O)(=O)c2ccc(C)cc2)cc1 was read as GalR3 antagonist -3, CRFR2-BP ag 0.4 and CRFBP-R2 block 4.
CCC(CC)CN1CCC(CN2C(=S)NC[C@@H]2[C@@H](C)CC)CC1 was read as GalR3 antagonist -5, CRFR2-BP ag 1.3 and CRFBP-R2 block -11.
`Cc1cccc(NC(=O)C(=O)NCC2CCCN2S(=O)(=O)c2ccccc2)c1` (centres undefined) gave GalR3 antagonist -4, CRFR2-BP ag 0.2 and CRFBP-R2 block 0.
Screening COc1ccc2cc(C[C@@H]3CC[C@@H](CNC(N)=O)O3)ccc2c1 returned GalR3 antagonist -5, CRFR2-BP ag 1.5 and CRFBP-R2 block -6.
Screening CCC(C)Sc1ccc([C@@H]2[C@H]3C(=O)N(CC)C(=O)[C@H]3[C@]3(C(=O)OC)CCCN23)cc1OC (some centres undefined) returned GalR3 antagonist -1, CRFR2-BP ag -1.2 and CRFBP-R2 block 7.
C[C@H]1CN([C@@H](C)CO)C(=O)CCCn2nncc2CO[C@@H]1CN(C)S(=O)(=O)c1cn(C)cn1 was read as GalR3 antagonist -3, CRFR2-BP ag 0.6 and CRFBP-R2 block 16.
Screening O=C(COC(=O)CNS(=O)(=O)c1ccc(F)c(F)c1F)NC1CCCC1 returned GalR3 antagonist -5, CRFR2-BP ag 1.9 and CRFBP-R2 block 7.

Structures listed so far containing a cyano group (4):
Screening CC[C@]1(C(=O)OC)[C@H]2C(=O)N(C)C(=O)[C@H]2[C@H]2CN=C(SCc3ccc(C#N)cc3)N21 returned GalR3 antagonist -2, CRFR2-BP ag -2.1 and CRFBP-R2 block 2.
Cn1c2cc(C#N)sc2c2cnn(Cc3ccc(F)cc3)c(=O)c21 was read as GalR3 antagonist -7, CRFR2-BP ag -1.7 and CRFBP-R2 block 16.
For COC(=O)[C@@]1(Cc2ccccc2)[C@H]2C(=O)N(Cc3ccccc3)C(=O)[C@H]2[C@H]2CN=C(SCc3ccc(C#N)cc3)N21 the results were GalR3 antagonist -8, CRFR2-BP ag 8.0 and CRFBP-R2 block -13.
Screening Cc1nc(Cc2ccccc2)sc1CC#N returned GalR3 antagonist -6, CRFR2-BP ag -0.3 and CRFBP-R2 block 2.

In the list so far, these have an aryl thioether with sulfur outside any ring.
`COc1ccc(Cc2nnc(SCC(=O)N(c3ccccc3)C(C)C)n(N)c2=O)cc1` gave GalR3 antagonist -4, CRFR2-BP ag -0.8 and CRFBP-R2 block -8.
`CC(=O)Nc1ccc(SCC(=O)NC(=O)c2ccc(S(=O)(=O)N(C)C)cc2)cc1` gave GalR3 antagonist -6, CRFR2-BP ag -0.7 and CRFBP-R2 block -6.
Screening CCC(C)Sc1ccc([C@@H]2[C@H]3C(=O)N(CC)C(=O)[C@H]3[C@]3(C(=O)OC)CCCN23)cc1OC (some centres undefined) returned GalR3 antagonist -1, CRFR2-BP ag -1.2 and CRFBP-R2 block 7.

Following part
Screening CCN1CCN(c2ccc(S(=O)(=O)N3CCCCC3)cc2NC(=O)/C=C/c2ccc(OC(F)F)cc2)CC1 returned GalR3 antagonist -6, CRFR2-BP ag 0.3 and CRFBP-R2 block -19.
COc1ccc(S(N)(=O)=O)cc1C(=O)OCC(=O)N1c2ccccc2NC(=O)C1(C)C was read as GalR3 antagonist -1, CRFR2-BP ag 0.0 and CRFBP-R2 block -2.
`CCN(CC)C(=O)C1=C(C)N(CCC2=CCCCC2)C(=O)C(CC(=O)NC(c2ccccc2)c2ccccc2)C1` (centres undefined) gave GalR3 antagonist -2, CRFR2-BP ag 0.7 and CRFBP-R2 block 23.
Screening CC(C(=O)NCC(=O)Nc1ccc(F)c(F)c1F)N1CCN(Cc2ccc(C#N)cc2)CC1 (centres undefined) returned GalR3 antagonist -4, CRFR2-BP ag -0.4 and CRFBP-R2 block 1.
For COCCN(C(=O)c1ccc(C)c(S(=O)(=O)N2CCOCC2)c1)c1c(N)n(CC(C)C)c(=O)[nH]c1=O the results were GalR3 antagonist -4, CRFR2-BP ag 1.2 and CRFBP-R2 block 0.
For CC(=O)Nc1c(Br)cc2c(c1Br)Cc1cc([N+](=O)[O-])ccc1-2 the results were GalR3 antagonist -3, CRFR2-BP ag -0.1 and CRFBP-R2 block -5.
`CC1CN(S(=O)(=O)c2ccc(C(=O)N3CCc4ccccc43)cc2)CC(C)O1` (centres undefined) gave GalR3 antagonist -6, CRFR2-BP ag 0.4 and CRFBP-R2 block 110*.
O=C(OCC(=O)c1ccc[nH]1)c1ccc([N+](=O)[O-])cc1 was read as GalR3 antagonist -7, CRFR2-BP ag 0.5 and CRFBP-R2 block 1.
`C[C@H](NC(=O)c1nc[nH]c1C(=O)NCc1ccc(CNC(=O)OC(C)(C)C)cc1)C(=O)OCc1ccccc1` gave GalR3 antagonist -6, CRFR2-BP ag -0.6 and CRFBP-R2 block 3.
Screening COc1ccc(/C=C/C(=O)O/N=C(\N)c2ccccn2)cc1OC returned GalR3 antagonist 0, CRFR2-BP ag -0.9 and CRFBP-R2 block -5.
Screening COc1ccccc1CN1CCN(C(=O)c2cccc3ccccc23)CC1 returned GalR3 antagonist 3, CRFR2-BP ag 0.0 and CRFBP-R2 block -6.
For O=C(NCCC(=O)N(CCc1ccccc1)Cc1ccccc1)c1ccccc1Cl the results were GalR3 antagonist -5, CRFR2-BP ag -4.0 and CRFBP-R2 block 1.
Screening CC(OC(=O)CSc1ccc([N+](=O)[O-])cc1)C(=O)NCc1ccco1 (centres undefined) returned GalR3 antagonist -3, CRFR2-BP ag -1.1 and CRFBP-R2 block 5.
Screening C[C@@H](NC(=O)c1[nH]cnc1C(=O)Nc1ccon1)c1ccccc1 returned GalR3 antagonist -6, CRFR2-BP ag -1.5 and CRFBP-R2 block 6.
For CN(CC(=O)Nc1cccc(S(=O)(=O)N(C)c2ccccc2)c1)Cc1cccs1 the results were GalR3 antagonist -6, CRFR2-BP ag -1.3 and CRFBP-R2 block 14.
Screening CCCCn1c(N)c(N(CC(C)C)C(=O)c2ccco2)c(=O)[nH]c1=O returned GalR3 antagonist -4, CRFR2-BP ag -2.4 and CRFBP-R2 block 0.
Screening CN(C)C(=O)CCc1ccc2c3c([nH]c2c1)[C@]1(C)[C@@H](C(=O)N2CCOCC2)C[C@H](CC(=O)NCCCn2ccnc2)C(=O)N1CC3 returned GalR3 antagonist -6, CRFR2-BP ag -2.1 and CRFBP-R2 block 5.
For CCOC(=O)c1csc(NC(=O)c2cc(-c3ccccn3)nc3ccccc23)n1 the results were GalR3 antagonist -7, CRFR2-BP ag -0.1 and CRFBP-R2 block 26.
For CC1CC(=O)NC(=O)N1Cc1ccccc1 (centres undefined) the results were GalR3 antagonist -4, CRFR2-BP ag -1.3 and CRFBP-R2 block 11.
COCC(=O)N(C)C[C@H]1Oc2cc(Br)ccc2S(=O)(=O)N([C@H](C)CO)C[C@H]1C was read as GalR3 antagonist -8, CRFR2-BP ag 1.0 and CRFBP-R2 block -14.
For Cc1cc(C)c(C#N)c(SCC(=O)Nc2cc(C)on2)n1 the results were GalR3 antagonist -5, CRFR2-BP ag -1.3 and CRFBP-R2 block -2.
For Cc1ccc(S(=O)(=O)N2CCN(C(=O)c3cc(S(=O)(=O)N(C)C)ccc3N3CCCC3)CC2)cc1 the results were GalR3 antagonist 6, CRFR2-BP ag -0.4 and CRFBP-R2 block 6.
`Cc1ccc(C)c(OCCC(=O)NNC(=O)Cn2nc(C)cc2C)c1` gave GalR3 antagonist -2, CRFR2-BP ag 1.0 and CRFBP-R2 block 4.
Screening CCCn1c(SC(C)C(=O)NC2CCCC(C)C2C)n[nH]c1=O (centres undefined) returned GalR3 antagonist -6, CRFR2-BP ag 1.6 and CRFBP-R2 block -12.
For O=C(COC(=O)c1ccccc1Cl)NCc1cccs1 the results were GalR3 antagonist -8, CRFR2-BP ag -2.6 and CRFBP-R2 block 24.
For Cc1ccc(CNS(=O)(=O)c2ccc(-n3cccn3)cc2)cc1 the results were GalR3 antagonist -4, CRFR2-BP ag 1.3 and CRFBP-R2 block 14.
`O=Cc1cn(CCOc2ccc(F)cc2)c2ccccc12` gave GalR3 antagonist -4, CRFR2-BP ag -1.5 and CRFBP-R2 block 30.
CC(=O)c1ccc(OC(=O)C2CSC3(C)CCC(=O)N23)cc1 (centres undefined) was read as GalR3 antagonist -9, CRFR2-BP ag -2.6 and CRFBP-R2 block 8.
For O=C(CSc1ccc(F)cc1)Nc1cccc(S(=O)(=O)N2CCOCC2)c1 the results were GalR3 antagonist -3, CRFR2-BP ag 1.1 and CRFBP-R2 block 4.
Screening CC(C)[C@H](NC(=O)OCc1ccccc1)C(=O)N[C@@H](Cc1c[nH]c2ccccc12)C(=O)O returned GalR3 antagonist -1, CRFR2-BP ag -0.5 and CRFBP-R2 block -1.
For CCc1ccc(-n2c(=S)sc3c(=O)[nH]c(SCC(=O)NC4CCCCC4)nc32)cc1 the results were GalR3 antagonist 6, CRFR2-BP ag 3.3 and CRFBP-R2 block 10.
For O=S(=O)(NCC(c1ccc2c(c1)OCO2)N1CCN(c2ccccc2)CC1)c1ccccc1 (centres undefined) the results were GalR3 antagonist -4, CRFR2-BP ag -0.1 and CRFBP-R2 block 0.
